Bioassay records from PubChem.
SV40 large T antigen – SV40 large T antigen inhibitors, biochemical (AID 1903); actives 0.39% (n = 310,000); inhibition, % at 20 µM, or IC50 in µM where a hit was titrated; SV40 large T antigen ATPase/helicase inhibition assay; higher % means a stronger effect; in the data active = a potency from the dose series; inconclusive = inhibition mostly from about 32% at the one dose, without a potency; inactive = the rest, 99 in 100 with inhibition below about 32%; note: strong numbers were not always called active
Dengue-2 NS5 capping – Dengue-2 NS5 methyltransferase inhibitors, primary screen, biochemical, confirmation dose response (AID 588689). Dengue-2 NS5 methyltransferase capping enzyme assay, biochemical; higher % means a stronger effect. inhibition, % at 25 µM, or IC50 in µM where a hit was titrated. actives 0.3% (n = 340,000); in the data active = a potency from the dose series; inconclusive = inhibition above about 29% without an active follow-up result
T cell modulator – T cell immune modulators affecting CD8 T cell-vesicle binding; 2C CD8+ T cell-vesicle binding, flow cytometry; hits give low values; calls only at 7 µM; actives 0.068% (n = 330,000);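 active = response, share of CD8 T cells binding vesicles, and their 90th percentile fluorescence all below set limits, cut at about 80% in these data, passing the limit was not always enough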
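Material: murine 2C transgenic CD8+ T lymphocytes / Also added: QL9-peptide-loaded Drosophila micro-vesicles bearing Ld, ICAM-1 and B7-1 / Schedule: binding step 1.5 h, 37 °C, antibody labelling 20 min, ice / Signal: flow cytometry, PE anti-B7-1 (FL2) versus Alexa647 anti-CD8 (FL8), PFA-fixed / Evaluation: percent CD8+ FL2 mean versus row control / Benchmarks: naked versus QL9-loaded vesicles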
RSV antiviral HEp-2 – inhibition of RSV-induced cytopathic effect – HEp-2 cells, primary 10 µM value included (AID 2391). HEp-2 cells, RSV-induced CPE inhibition; higher % means a stronger effect. CPE inhibition, % at 10 µM, or IC50 in µM where a hit was titrated. actives 0.13% (n = 310,000); in the data active = a potency from the dose series; inconclusive = CPE inhibition mostly from about 23% at the one dose, without a potency; inactive = the rest, 99 in 100 with CPE inhibition below about 21%; note: strong numbers were not always called active
Salmonella PhoP GFP – PhoP-dependent GFP reporter repression – Salmonella Typhimurium, primary screen (AID 1863); S. Typhimurium PhoP-regulated promoter GFP reporter, 4 h; higher % means a stronger effect; one-dose inhibition, % at 50 µM; IC50 in µM for titrated hits; actives 0.16% (n = 300,000);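 active = inhibition over 29.93%, a cutoff 3 SD above the screen mean, later confirmed by dose response; inconclusive = inhibition over 29.93% but no dose response follow-up; inactive = inhibition at most 29.93% or unconfirmed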;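 note: 0% = low Mg2+ inducing control and 100% = high Mg2+ repressing control; strong numbers were not always called active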
K1F lysis inhibition – inhibition of K1F phage lysis, E. coli UTI89, bacterial capsule biogenesis inhibitors, alamar blue (AID 488966); actives 0.02% (n = 340,000); one-dose inhibition, % at 100 µM; IC50 in µM for titrated hits; E. coli UTI89 K1F phage lysis, alamar blue, 2 h; higher % means a stronger effect;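 active = phage lysis inhibition, versus mean bacterial control, above a set limit; inconclusive = no clear call, values can overlap the other calls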;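 note: capsule biogenesis inhibitors block K1F phage lysis so surviving cells raise fluorescence; higher fluorescence means more inhibition of phage lysis; actives were called in the ten point dose series up to 300 µM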
NTR1 ag – agonists of NTR1, primary screen, imaging, U2OS cells, beta-arrestin-GFP, high content (AID 493036); NTR1-U2OS beta-arrestin-GFP spot imaging, agonist mode; activation, % at 20 µM; actives 0.17% (n = 330,000);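 active = activation at or above 40% of the spot to cytoplasm intensity ratio, with at least 20 cells analyzed; inconclusive = wells under 20 cells, flagged as cytotoxic or low count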;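 note: 0% = DMSO without peptide and 100% = 100 nM NTR1 peptide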
Target sequence (P30989 whole entry, looked up): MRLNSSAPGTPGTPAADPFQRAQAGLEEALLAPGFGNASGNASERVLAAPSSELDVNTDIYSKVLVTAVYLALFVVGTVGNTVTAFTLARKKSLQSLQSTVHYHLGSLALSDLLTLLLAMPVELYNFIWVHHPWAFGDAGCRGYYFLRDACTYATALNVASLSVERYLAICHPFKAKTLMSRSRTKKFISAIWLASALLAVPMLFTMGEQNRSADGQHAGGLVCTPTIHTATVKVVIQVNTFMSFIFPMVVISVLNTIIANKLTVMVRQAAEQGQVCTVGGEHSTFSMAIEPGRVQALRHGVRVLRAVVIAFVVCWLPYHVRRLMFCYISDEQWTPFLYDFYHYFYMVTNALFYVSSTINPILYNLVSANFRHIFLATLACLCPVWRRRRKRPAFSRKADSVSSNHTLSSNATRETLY
West Nile virus CPE – West Nile virus antiviral activity, cell-based, CPE readout (AID 1621); West Nile virus-infected cells, CPE inhibition; higher % means a stronger effect; CPE inhibition, % at 10 µM; hits with a dose series show IC50 in µM; actives 0.02% (n = 290,000); in the data active = a potency from the dose series; inconclusive = CPE inhibition mostly from about 3.7% at the one dose, without a potency; inactive = the rest, 99 in 100 with CPE inhibition below about 2.2%; note: strong numbers were not always called active
Rac1 GTP hydrolysis – MgcRacGAP GTPase-activating activity inhibitors, confirmation, biochemical, ADP Hunter fluorescence | MgcRacGAP-stimulated Rac1 GTP hydrolysis, ADP Hunter fluorescence; higher % means a stronger effect; GST-tagged Rac1 F28L mutant substrate | AID 624330 | inhibition, % at 30 µM; hits with a dose series show IC50 in µM | actives 0.6% (n = 340,000);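 active = first-screen hits whose inhibition reached a set limit at any dose in the follow-up dose series; inconclusive = inhibition above the set first-screen limit but never retested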;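 note: fluorescence reports GDP produced by GAP-driven GTP hydrolysis; strong numbers were not always called active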
T cell modulator vesicle-bound % – further read-out of T cell modulator, marked with its call; double positive events, %; measured here: CD8+ vesicle-bound cell fraction;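 binding gate set so that unloaded-vesicle control wells show 10% double positive cells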
NTR1 ag cell count 20 µM – also measured in NTR1 ag; calls as there; cell count; measured here: cell count, cytotoxicity flag
* hit, by the source's call; i = inactive; ? = inconclusive; . = no result given; [ ] = remark or other dose.

SMILES	SV40 large T antigen	Dengue-2 NS5 capping	T cell modulator	T cell modulator vesicle-bound %	RSV antiviral HEp-2	Salmonella PhoP GFP	K1F lysis inhibition	NTR1 ag	NTR1 ag cell count 20 µM	West Nile virus CPE	Rac1 GTP hydrolysis
CCCC(C)C(=O)Nc1nnc(CCc2ccccc2)s1 (stereo not given)	6%	-8%	i	62	0.5%	8%	-1.5%	4.9	67	-0.4%	-2%
CC1(O)C(=O)C=C2C=C(c3ccsc3)OC=C2C1=O (stereo not given)	35%	.	i	51	-0.2%	11%	.	-1.4	98	0.1%	.
O=C1C(=O)N(Cc2cccnc2)C(c2cccc([N+](=O)[O-])c2)/C1=C(\O)c1ccc2c(c1)OCCO2 (stereo not given)	9%	-10%	i	11	2.8%	-12%	1.9%	-0.8	51	0.1%	4%
C[C@]12C=CC(=O)C=C1CC[C@@H]1[C@@H]2[C@@H](O)C[C@@]2(C)[C@H]1CC[C@]2(O)C(=O)CO	10%	-3%	i	44	-0.8%	-5%	1.4%	-0.8	60	-0.1%	1%
CS(=O)(=O)N1CCN(c2ccc([N+](=O)[O-])cc2C(F)(F)F)CC1	23%	-6%	i	19	4.4%	-8%	0.3%[50 µM]	1.5	79	-0.9%	6%
Cc1c(OCC(=O)NCC(O)c2ccccc2)ccc2c3c(c(=O)oc12)CCC3 (stereo not given)	8%	-7%	i	5	2.9%	-3%	0.0%	4.4	63	-0.9%	5%
CC1(C)Cc2cccc(OCC(=O)N3CCN(c4ccccc4Cl)CC3)c2O1	10%	-4%	i	51	3.7%	0%	0.5%[50 µM]	1.5	69	.	4%
Cc1ccc(NC(=O)c2cc(NC(=O)CCC(=O)O)ccc2N2CCCCC2)cc1	6%	-5%	i	41	4.8%	0%	-0.2%	-0.2	65	0.3%	-3%
O=C(NCc1ccco1)C1CCN(C(=O)c2ccc(Cl)cc2Cl)CC1	9%	-5%	i	45	2.1%	-5%	0.2%	-0.7	56	-0.2%	6%
CCc1ccc(-c2cc(C)no2)cc1S(=O)(=O)N1CCN(c2ccccn2)CC1	1%	2%	i	44	6.7%	6%	7.1%	1.6	57	0.1%	4%
OC(CCc1ccncc1)COc1ccccc1 (stereo not given)	6%	-4%	i	48	0.0%	.	3.2%	-3.0	90	.	3%
CCOC(=O)c1cc(C#N)c(SCc2cccc3ccccc23)nc1C	1%	-4%	i	27	0.1%	-5%	0.5%	1.7	35	0.2%	11%
O=C(O)CCC1c2cc3c4cc2OC2Oc5cc6c(cc51)C(CCC(=O)O)c1cc5c7cc1OC(O6)c1cc6cc(c1)Oc1cc(cc(C(=O)O)c1)Oc1cc8cc(c1)C(Oc1cc(c(cc1C5CCC(=O)O)C3CCC(=O)O)OC(O4)c1cc(cc(c1)Oc1cc(cc(C(=O)O)c1)O8)Oc1cc(cc(C(=O)O)c1)Oc1cc(cc2c1)Oc1cc(cc(C(=O)O)c1)O6)O7 (stereo not given)	<0.39µM*	.	i	38	?	-11%	.	-2.6	83	.	.
COc1ccc(N(CC(=O)NCCC2=CCCCC2)S(=O)(=O)c2ccc(C)cc2)cc1	5%	.	i	27	1.1%	-6%	.	4.9	49	-0.3%	.
CC(C)(C)c1ccc(OCC(=O)N/N=C/C2CC=CCC2)cc1 (stereo not given)	5%	-4%	i	37	1.1%	5%	-5.3%	2.8	54	0.0%	-5%
CCCc1noc2c1C(c1cc(Br)ccc1F)C(C#N)=C(N)N2 (stereo not given)	6%	-10%	i	56	1.6%	-7%	-0.1%	0.1	41	-0.6%	6%
CCOC(=O)c1cc(-c2csc(N/N=C/c3ccccc3Cl)n2)on1	7%	4%	i	23	-0.5%	-14%	1.9%	2.8	55	0.5%	17%
COCCN1CN=C(NS(=O)(=O)c2ccc(C)cc2)NC1	8%	-5%	i	8	1.2%	-3%	-10%	-0.5	44	-0.4%	-8%
CCOc1ccc(CNC(=O)CCS(=O)(=O)c2ccc3c(c2)oc(=O)n3C)cc1	5%	-6%	i	23	2.4%	-2%	0.5%	-0.6	67	0.1%	10%
COc1ccc(NC(=O)C2CCN(S(=O)(=O)c3cccc4cccnc34)CC2)cc1	3%	-5%	i	46	1.2%	11%	-1.1%	-0.8	55	-0.2%	4%
C=CCn1c(SCC(=O)NCc2ccco2)nnc1-c1ccc2ccccc2n1	4%	-3%	i	22	17%	2%	0.0%	3.2	52	.	7%
O=[N+]([O-])c1ccc2cn(-c3ccccc3)nc2c1	8%	4%	i	43	13%	5%	1.6%	0.0	51	-1.3%	4%
COc1ccc(Cl)cc1CNCCCSc1ncccn1	17%	-2%	i	58	-0.1%	4%	0.9%	0.4	56	-1.5%	9%
Nc1ccc(S(=O)(=O)NC(=O)c2ccccc2)cc1	5%	4%	i	27	0.1%	1%	-1.2%	-0.8	52	0.3%	1%
COc1ccc(-c2cc(C(F)(F)F)n3nc(C(=O)NCc4ccco4)c(Cl)c3n2)cc1	9%	4%	i	25	-1.8%	-6%	0.3%	1.6	88	-0.5%	2%
COc1ccc(-c2noc(CSc3nnc(Cc4ccccc4)n3-c3cccc(C)c3)n2)cc1OC	3%	-4%	i	13	19%	1%	4.0%	4.7	47	-0.4%	2%
CCN(CC)c1ccc(NC(=O)c2ccc(Br)o2)c(C)c1	34%	-2%	i	53	0.2%	-3%	8.2%	1.9	84	0.1%	?
CC(=O)Nc1cccc(OCCCNC(=O)c2cccc3ccccc23)c1	7%	.	i	54	4.3%	-6%	.	-1.4	50	-0.8%	.
C/C(=N\NC(=O)c1nnn(-c2nonc2N)c1CN1CCOCC1)c1ccc(CC(C)C)cc1	14%	-3%	i	30	1.0%	-6%	0.4%	-0.1	74	0.0%	6%
O=C(Nc1cccc(S(=O)(=O)NC2=NCCC2)c1)c1ccc(F)cc1F	.	-8%	i	24	.	.	0.9%[50 µM]	0.4	70	.	13%
CC1=C(C(N)=O)C(c2ccncc2)n2nc(-c3ccccc3Cl)nc2N1 (stereo not given)	3%	-6%	i	54	1.3%	10%	-0.4%	-0.2	56	-0.4%	8%
CCC(CO)Oc1cc(NCc2cccc(Cl)c2)c2ncn(C(C)C)c2c1 (stereo not given)	.	14%	i	25	.	.	-1.3%	2.5	47	.	6%
CSC1=NC(NCCCO)c2c(sc3c2CC(C)(C)OC3)N1 (stereo not given)	10%	-4%	i	64	2.7%	-6%	-0.9%	0.8	87	0.3%	3%
COc1cc2c(cc1OC)C1C(C(=O)Nc3ccccc3N3CCN(C)CC3)c3ccccc3C(=O)N1CC2 (stereo not given)	13%	1%	i	30	-0.2%	-4%	0.1%	-1.9	96	-0.5%	9%
O=C(NNc1nc(Nc2ccccc2)nc(N2CCOCC2)n1)Nc1ccc(Cl)cc1	8%	2%	i	67	4.3%	1%	-0.8%	4.5	35	-1.2%	10%
CC1CCCCC1NC(=O)CN1CCN(S(=O)(=O)c2ccc(Br)s2)CC1 (stereo not given)	.	-1%	i	38	0.1%	.	0.4%[50 µM]	2.5	53	.	3%
COc1ccc(C(=O)NCCCN(C)CCCNC(=O)c2ccc(OC)cc2)cc1	7%	4%	i	28	0.1%	4%	-0.1%	0.0	66	-0.5%	2%
COc1ccc(-c2ccc3c(c2)S(=O)(=O)c2cccc(C(=O)NC4CC4)c2C3=O)cc1OC	.	19%	i	34	1.5%	.	0.6%	-0.8	45	.	1%
Cc1ccc(C(=O)NCCc2ccccc2)cc1S(=O)(=O)N1CCOCC1	.	0%	i	30	1.1%	.	0.9%[50 µM]	1.1	70	.	2%
COC(=O)c1sccc1NC(=O)NC1CCCCC1	14%	-6%	i	36	0.4%	-3%	0.5%[50 µM]	2.7	45	-0.7%	12%
CC(=O)N(Cc1ccc2c(c1)OCO2)C1CC(=O)N(CCc2ccccc2)C1=O (stereo not given)	-1%	5%	i	52	-0.8%	8%	0.2%	-1.5	47	-0.4%	8%

Sorted by number of heavy atoms (lowest first): part of the list above.
SMILES	SV40 large T antigen	Dengue-2 NS5 capping	T cell modulator	T cell modulator vesicle-bound %	RSV antiviral HEp-2	Salmonella PhoP GFP	K1F lysis inhibition	NTR1 ag	NTR1 ag cell count 20 µM	West Nile virus CPE	Rac1 GTP hydrolysis
COC(=O)c1sccc1NC(=O)NC1CCCCC1	14%	-6%	i	36	0.4%	-3%	0.5%[50 µM]	2.7	45	-0.7%	12%
CSC1=NC(NCCCO)c2c(sc3c2CC(C)(C)OC3)N1 (stereo not given)	10%	-4%	i	64	2.7%	-6%	-0.9%	0.8	87	0.3%	3%
CC1=C(C(N)=O)C(c2ccncc2)n2nc(-c3ccccc3Cl)nc2N1 (stereo not given)	3%	-6%	i	54	1.3%	10%	-0.4%	-0.2	56	-0.4%	8%
Cc1ccc(C(=O)NCCc2ccccc2)cc1S(=O)(=O)N1CCOCC1	.	0%	i	30	1.1%	.	0.9%[50 µM]	1.1	70	.	2%
CC(=O)N(Cc1ccc2c(c1)OCO2)C1CC(=O)N(CCc2ccccc2)C1=O (stereo not given)	-1%	5%	i	52	-0.8%	8%	0.2%	-1.5	47	-0.4%	8%
COc1ccc(C(=O)NCCCN(C)CCCNC(=O)c2ccc(OC)cc2)cc1	7%	4%	i	28	0.1%	4%	-0.1%	0.0	66	-0.5%	2%
O=C(NNc1nc(Nc2ccccc2)nc(N2CCOCC2)n1)Nc1ccc(Cl)cc1	8%	2%	i	67	4.3%	1%	-0.8%	4.5	35	-1.2%	10%
COc1ccc(-c2ccc3c(c2)S(=O)(=O)c2cccc(C(=O)NC4CC4)c2C3=O)cc1OC	.	19%	i	34	1.5%	.	0.6%	-0.8	45	.	1%
COc1cc2c(cc1OC)C1C(C(=O)Nc3ccccc3N3CCN(C)CC3)c3ccccc3C(=O)N1CC2 (stereo not given)	13%	1%	i	30	-0.2%	-4%	0.1%	-1.9	96	-0.5%	9%

No enrichment for hits (roughly 1.5% active in at least one column).
